GLP-1R agonist: activates the human GLP-1 receptor | Potency, µM (top dose mostly 45.6 µM), for inactives: at the highest dose activation, actives largely listed as activators | AID 624172 | 380,000 compounds, 0.007% hits | HEK293 GLP-1R CRE-luciferase, luminescence, 4-6 h; cells express a hypersensitive GLP-1R form | P43220; further: potency means the concentration at half of the fitted maximal effect; % of control where 0% means no effect
Target sequence (P43220 whole entry, looked up): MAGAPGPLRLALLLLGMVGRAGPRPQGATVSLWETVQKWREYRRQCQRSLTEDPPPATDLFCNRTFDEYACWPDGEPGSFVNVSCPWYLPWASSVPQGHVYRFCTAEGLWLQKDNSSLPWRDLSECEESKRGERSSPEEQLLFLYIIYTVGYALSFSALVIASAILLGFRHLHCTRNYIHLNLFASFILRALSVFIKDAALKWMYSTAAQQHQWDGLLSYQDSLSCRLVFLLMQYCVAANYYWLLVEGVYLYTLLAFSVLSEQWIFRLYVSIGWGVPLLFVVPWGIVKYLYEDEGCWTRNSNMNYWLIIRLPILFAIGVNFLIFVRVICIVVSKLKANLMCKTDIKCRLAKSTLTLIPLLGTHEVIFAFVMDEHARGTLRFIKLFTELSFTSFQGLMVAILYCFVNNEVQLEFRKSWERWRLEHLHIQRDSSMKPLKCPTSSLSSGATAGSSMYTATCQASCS
TDP43 rescue: rescues yeast growth from TDP-43 toxicity; TDP-43 expressing yeast growth rescue, BacTiter-Glo, 24 h; Potency, µM (series often up to 46.1 µM), without a hit: top-dose growth rescue (activation), hits mostly activators; 410,000 compounds, 1.8% hits; further: potency means the concentration at half of the fitted maximal effect; % of control where 0% means no effect; nearly all actives have a fitted effect of over 50% in size
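Yeast cells expressing TDP-43 under galactose induction are exposed to compounds for 24 hr at 30 deg C. BacTiter-Glo luminescence measures growth, so protective compounds score as activators.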
aSyn rescue: inhibitors of alpha-synuclein toxicity in yeast; 370,000 compounds, 0.14% hits; Potency, µM (top dose mostly 46.1 µM), for inactives: at the highest dose growth rescue (activation), usual class: activators; Yeast expressing alpha-synuclein, growth rescue, BacTiter-Glo, 24 h; further: potency means the concentration at half of the fitted maximal effect; % of control where 0% means no effect; nearly all actives have a fitted effect of over 65% in size
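Rescue of yeast growth: cells expressing toxic alpha-synuclein, induced in galactose at OD600 0.02, incubated with compound 24 h at 30 C. ATP luminescence quantified growth; inhibitors of toxicity appear as activators.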
GLP1R inv ag: GLP-1 receptor (human) inverse agonism; 410,000 compounds, 1.6% hits; HEK293 GLP-1R CRE-luciferase, luminescence, 24 h; GLP-1R form is constitutively active; Potency, µM (doses to about 38.3 µM), for the others: top-dose activity change, negative = inhibition, actives largely listed as inhibitors; P43220; further: potency means the concentration at half of the fitted maximal effect; on the % scale 0 is the no-effect control and ±100 the full control effect; nearly all actives have a fitted effect of over 55% in size
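GLP-1R inverse agonism mode: basal reporter luminescence in engineered HEK293 cells measured after one day of compound exposure at 37 deg C, with a 12 min room-temperature detection step.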
DRD3 antagonist: antagonists of human D3 dopamine receptor. 360,000 compounds, 2.5% hits. D3R cells, DiscoveRx beta-arrestin luminescence, antagonist mode; stronger effect = lower value. P35462. max response, negative = inhibition, %; in the data active means max response below about -50%; inconclusive means no clear call, values can overlap the other calls; further: on the % scale 0 is the no-effect control and ±100 the full control effect; mostly tested at two doses, the higher about 12 µM
Target sequence (P35462 whole entry, looked up): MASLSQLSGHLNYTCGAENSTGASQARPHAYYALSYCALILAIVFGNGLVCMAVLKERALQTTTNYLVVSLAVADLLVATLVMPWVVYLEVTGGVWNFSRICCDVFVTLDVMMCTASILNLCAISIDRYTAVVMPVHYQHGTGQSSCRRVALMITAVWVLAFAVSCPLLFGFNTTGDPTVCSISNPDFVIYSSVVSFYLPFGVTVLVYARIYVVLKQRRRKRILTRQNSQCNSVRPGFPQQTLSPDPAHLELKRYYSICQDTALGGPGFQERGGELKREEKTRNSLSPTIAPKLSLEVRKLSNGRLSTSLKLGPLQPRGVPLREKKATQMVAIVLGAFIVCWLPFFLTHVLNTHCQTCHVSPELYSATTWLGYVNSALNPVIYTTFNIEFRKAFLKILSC
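Cells expressing the human receptor were seeded at 1500 cells/well, incubated overnight at 37 degrees C in 5% CO2, then exposed to library compounds with dopamine controls for 90 minutes at 37 degrees C before luminescent detection.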
FUS suppressor: FUS proteinopathy suppression in yeast; S. cerevisiae FUS-expressing, growth rescue, OD600, 24 h; Potency, µM (titrated, usually from 76.6 µM), inactives show at the highest dose growth rescue (activation), usual class: activators; 390,000 compounds, 0.24% hits; AID 1347120;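 further: potency means the concentration at half of the fitted maximal effect; plate controls were DMSO vehicle for no effect and reference control for full effect; nearly all actives have a fitted effect of over 55% in size; some results filed as inactive show a strong effect at the top dose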
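Galactose (2%) drives FUS expression in yeast precultured in raffinose; seeding density OD 0.005. Test compounds incubated 24hr at 30C and 99% humidity before absorbance at 600 nm was measured.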
Abeta yeast res: compounds reversing amyloid beta toxicity in yeast; yeast expressing A-beta42, growth rescue, OD600, 48 h; response scale: 0% DMSO, 100% iron-clioquinol control; Potency, µM (top dose mostly 46.1 µM), for the others: at the top dose growth rescue, usual class: activators; 410,000 compounds, 0.063% hits; AID 1347071; further: potency means the concentration at half of the fitted maximal effect; nearly all actives have a fitted effect of over 55% in size
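Growth rescue measured by 600 nm absorbance after 48 h yeast culture at 30 C with compound. Values normalized between DMSO and an equimolar ferric chloride plus clioquinol control.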
pAkt inh: Akt phosphorylation inhibition; Neuro2A IGF-stimulated pAkt S473 HTRF, 20 min; stronger effect = lower value; activity change, % for hits at 50 µM; 360,000 compounds, 0.32% hits; in the data active means activity change below about -80%; inconclusive means mostly about -51% to -80%; further: on the % scale 0 is the no-effect control and ±100 the full control effect
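Single-point screen (50 µM final compound) in Neuro2A cells stimulated 20 min with 6 nM IGF at 37 deg C. After lysis, Ser473-phosphorylated Akt read by HTRF (ex 330 nm, em 615/665 nm) as the 665/615 ratio.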
PTHR1 agonist: activates the human parathyroid hormone receptor PTHR1; Q03431; HEK293 GP2 PTHR1 cells, GloSensor cAMP luminescence, 1 h; Potency, µM (highest dose often 115 µM), inactives show at the top dose activation, actives largely listed as activators; 410,000 compounds, 0.075% hits; further: potency means the concentration at half of the fitted maximal effect; nearly all actives have a fitted effect of over 55% in size; some results filed as inactive show a strong effect at the top dose; inactives centre near -15; many of its hits are not listed in these tables
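HEK-293-derived GP2 cells expressing PTHR1 and a GloSensor cAMP reporter, 3,000/well, plated overnight, given luciferin plus IBMX (each 0.5 mM as added) for 1 h at 37 °C, then compound for 1 h at 37 °C. Luminescence was read after 15 min at room temperature.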
Numbers without * were called inactive; i = inactive; ? = inconclusive; . = no result given; [ ] = remark or other dose. Unless noted, the call rests on the fitted dose curve; in most records, active means well fitted curve in the direction sought with a large enough effect; inconclusive means small, poorly fitted or top-dose-only effect, or another doubt; inactive means no such curve, though single readings can be large; an effect the other way counts as inactive or inconclusive. Some of the compounds tested; the hit share may differ from the screen's.

Below each SMILES: GLP-1R agonist, TDP43 rescue, aSyn rescue, GLP1R inv ag, DRD3 antagonist, FUS suppressor, Abeta yeast res, pAkt inh, PTHR1 agonist
> CCCCC(CC)C(=O)Nc1ccc(C#N)cc1 (stereo not given)
  -11%, ?, -1%, ?, 9, 4%, -10%, i, -47%[inhibitor][57.5 µM]
> S=C(NCCOCCOCCNC(=S)Nc1ccccc1)Nc1ccccc1
  10%, -5%, 2%, 2%, -6, -2%, -7%, i, i
> COc1cc(C(=O)NCCc2ccc3c(c2)OCO3)cc(OC)c1OC
  9%, -6%, -7%, ?, 4, -8%, 11%, i, i
> COC(=O)C1CCN(S(=O)(=O)c2cn(C)c(=O)n(C)c2=O)CC1
  0%, 29%, 0%, 13%, 20, -25%, -10%, i, i
> COCCN1C(=O)C(O)=C(C(=O)c2ccco2)C1c1cccc(Oc2ccccc2)c1 (stereo not given)
  8%, 0%, -22%, 3%, 8, ?, -28%, ., i
> CC[C@@]1(C(=O)OC)N[C@H](CN(C)C(=O)Nc2ccc(C(F)(F)F)cc2)[C@@H]2C(=O)N(Cc3ccccc3)C(=O)[C@@H]21
  0%, 16%, -4%, 5%, ?, -11%, -4%, i, -2%
> CCN(CC)CCCNC(=S)N1CCn2c(nc3ccccc32)C1
  0%, -8%, -1%, ?, -14, 28%, 1%, i, i
> CN(C)S(=O)(=O)c1ccc2c(c1)Cc1cc(S(=O)(=O)N(C)C)ccc1-2
  9%, -8%, 2%, 10%, -7, -13%, -8%, i, i
> O=C(Cn1c2ccccc2c2nc3n(c(=O)c21)CCS3)Nc1ccccc1C(F)(F)F
  0%, -11%, 0%, -17%, -17, ?, -10%, i, i
> COc1ccc(OCc2n[nH]c(=S)n2-c2ccc(C)cc2)cc1
  4%, 29%, 2%, 9%, 0, 10%, 11%, i, i
> Cc1ccc(-c2cc(C(=O)N3CC(C)CC(C)C3)c3ccccc3n2)o1 (stereo not given)
  6%, -5%, 24%, -14%, -16, ?, -34%, i, -26%
> CCOC(=O)CCc1n[nH]c(=O)[nH]c1=O
  -1%, 1%, -7%, 6%, -15, -15%, -18%, i, i
> NNC(=O)COc1cccc(C(F)(F)F)c1
  2%, 6%, -6%, -6%, -15, 4%, -15%, i, ?
> CCC(C)C(NC(=O)OCc1ccccc1)C(=O)NC(Cc1ccc(O)cc1)C(=O)OC (stereo not given)
  0%, -20%, -2%, 8%, 0, 3%, 8%, i, -24%
> CCc1ccc2oc(C(=O)Nc3nc(-c4ccc(F)cc4)ns3)c(C)c2c1
  ., 2%, ., 7%, ., -3%, -2%, ., i
> O=C(Nc1cnc2ccccn2c1=O)c1ccc(Cl)cc1Cl
  0%, -9%, -11%, ?, 13, -10%, -13%, i, -36%[inhibitor]
> O=C(c1cccs1)N1CC=C(c2ccccc2)CC1
  1%, ?, -4%, 8%, 0, -21%, -13%, i, -73%[inhibitor]
> C=CCOc1ccccc1CN1CCC(Oc2ccc(C(=O)N3CCCCC3)cc2)CC1
  18%, 13%, -7%, ?, ?, ., 3%, i, i
> COc1ccccc1NS(=O)(=O)c1cc(NC(=O)C2CCCC2)ccc1N1CCOCC1
  5%, 0%, 1%, -5%, 7, 22%, -3%, i, -15%
> O=C(NCn1ccc(=O)[nH]c1=S)c1ccccc1
  0%, 19%, 3%, 10%, 11, -23%, 8%, i, i
> O=C(CCC1N=C2c3ccccc3N=C(SCC(=O)Nc3cccc(Cl)c3)N2C1=O)NCc1ccco1 (stereo not given)
  ., 8%, ., 0%, ., 35%, 10%, ., -11%
> C#CCN1C(=O)S/C(=C\c2ccc(-c3ccc(C(=O)O)cc3C)o2)C1=O
  3%, 7%, 18%, 26%, -10, 9%, 9%, i, -22%
> Cc1ccc(/C=C/c2onc(C)c2S(=O)(=O)N2CCC(C(=O)N3CCOc4ccc(C)cc43)CC2)cc1
  ., -11%, ., 11%, ., 24%, 0%, ., -20%
> Cc1ccccc1-c1nc(NC(C)C)nc2cc(-c3ccccc3)sc12
  11%, 19%, -12%, ?, 22, 14%, 10%, i, 9%
> CC(OC(=O)c1ccccn1)C(=O)Nc1ccc2c(c1)OCCO2 (stereo not given)
  1%, 10%, 0%, 14%, 7, -23%, 11%, i, -26%
> COc1cccc(OCC(=O)NC2CCCCC2)c1
  -2%, -1%, 8%, -14%, ?, -8%, 11%, i, -2%[57.5 µM]
> COc1cnc(N(C)C)nc1Sc1ccc(Cl)cc1
  10%, 30%, -3%, ?, -5, 10%, 20%, i, i
> CCNc1nc(NC(C)C)nc(OCCNS(=O)(=O)c2cc(C)ccc2C)n1
  9%, -9%, -3%, 0%, -3, 16%, 4%, i, -2%[57.5 µM]
> COc1ccc(N(CC(=O)N2CCN(c3ccccc3)CC2)S(=O)(=O)c2c(C)noc2C)cc1
  3%, 12%, ?, ?, 9, 1%, 17%, i, i
> Cc1nc(C)n(CCNC(=O)c2ccco2)n1
  -4%, -7%, 0%, 12%, 0, -13%, -22%, i, -18%
> CCN(CC)CCOC(=O)c1cccc(OC)c1
  -1%, -6%, 1%, 6%, -14, -10%, -1%, i, i
> Cc1ccc(C2=N/C(=C/c3cccs3)C(=O)N2Nc2ccccc2)cc1
  0%, -26%, ?, ?, -20, 34%, -3%, i, i
> C=CC[C@H](CC(=O)N(CCO)Cc1ccccc1)C(=O)N[C@@H](C)COC(=O)[C@@H](CC=C)Cc1ccc(F)cc1
  -8%, -3%, -2%, ?, -12, 42%, 3%, i, -15%
> Cc1cc(C)cc(-n2c(C)cc(C(=O)C(=O)Nc3ccccc3F)c2C)c1
  ., 1%, ., 15%, ., -3%, -9%, ., i
> COc1ccccc1OCC(=O)OCC(=O)NCCN1C(=O)CSC1=O
  3%, 2%, ., 20%, -21, 20%, 29%, ., ?
> CCN(CC)CC(=O)c1c[nH]c2ccc(OC)cc12
  -6%, 2%, 1%, 13%, -1, 25%, 10%, i, i
> Cc1nc(Nc2nc3ccccc3o2)nc(C)c1C
  -1%, -28%, -11%, ?, -2, ?, -16%, i, -27%
> O=C1NC[C@@H](CCCCN2C[C@H](Cc3ccccc3)N(CCc3ccc(O)cc3)C(=O)C2=O)N(CCc2ccccc2)C1=O
  6%, 16%, -5%, 21%, 0, 22%, -3%, i, 18%
> O=C(O)CCc1ccc(-c2ccccc2)n1CC1CCCO1 (stereo not given)
  1%, 24%, 11%, 16%, -17, 18%, -3%, i, i
> CCC1(c2ccccc2)NC(=S)N(c2ccc(C)c(C)c2)N1 (stereo not given)
  0%, 14%[9.22 µM], -16%, 2%, -4, -5%, 9%, i, -14%
> Cc1ccc2nc(Cl)c(CN(Cc3cccs3)C(=O)C3CC3)cc2c1
  6%, -11%, 5%, ?, -6, -15%, 0%, i, i
> O=C(CSc1n[nH]c(-c2ccco2)n1)Nc1ccc(F)cc1
  0%, 1%, 0%, 1%, 0, 8%, 0%, i, -2%
> O=C(Nc1ccncc1)c1ccc2c(c1)C(=O)N(CC1CCCO1)C2=O (stereo not given)
  -3%, 14%, -14%, 2%, 17, ., 5%, i, -35%[inhibitor]
> COc1cc2oc(=O)cc(-c3ccc(-c4ccc(C)cc4)cc3)c2c(OC)c1OC
  0%, 12%, 3%, 17%, 22, -11%, -2%, i, -60%[inhibitor]
> C=CCSc1nnc2c(n1)OC(C)=Nc1ccc(Br)cc1-2
  1%, 10%, -5%, 17%, 8, -41%, -9%, i, -3%
> O=C(CN1C(=O)c2ccccc2C1=O)Nc1cccc([N+](=O)[O-])c1
  5%, -4%, 1%, 17%, -28, -1%, -9%, i, -9%
> Cc1ccc(S(=O)(=O)N(C)CCCC(=O)Nc2ccncc2)cc1
  -3%, 14%, -4%, ?, 1, -12%, 4%, i, -2%
> CCOC(=O)c1cc(-c2ccccc2)n(CCC(=O)NC(C)CC)c1C (stereo not given)
  ?, 8%, 9%, 0%, -7, 33%, 2%, i, 1%[57.5 µM]
> COc1ccc(CNC(=O)c2cnc(N(C)C)nc2)cc1
  ., 6%, ., 10%, ., -8%, -3%, ., 15%
> O=C(O)c1ccccc1Cc1ccc2c(c1)CCCC2
  1%, ?, -53%[inhibitor], 0%, 1, -2%, -15%, i, i
> CCN(CCC(=O)Nc1ccc(Br)c(C)c1)Cc1ccccc1
  1%, -12%, -3%, ?, -82*, 17%, -10%, i, i
> Cc1cccc(C(=O)NCCC(=O)Nc2nc(C)c(Cc3ccc4c(c3)OCO4)s2)c1
  11%, -27%, 0%, 34%[activator], 1, -1%, -14%, i, i
> Cc1cc(C(=O)COc2ccccc2C#N)c(C)n1C1CC1
  21%, 5%, 13%, -6%, -3, 20%, 23%, i, ?
> CCC(=O)Nc1c2c(nn1-c1ccc(OC)cc1)CSC2
  -7%, 15%, 2%, 7%, 11, 15%, ., i, i
> O=C(CSc1ncnc2ccccc12)NCc1ccco1
  7%, -2%, -4%, -10%, 7, 20%, -8%, i, i
> Cc1ccc(S(=O)(=O)Nc2cc(C(C)C)c(O)cc2C)cc1
  -2%, -2%, 6%, 0%, -23, 6%, 20%, i, -15%[57.5 µM]

As entered above:
Result of CCOC(=O)c1cc(-c2ccccc2)n(CCC(=O)NC(C)CC)c1C (stereo not given) under Abeta yeast res: 2%
Result of Cc1cc(C(=O)COc2ccccc2C#N)c(C)n1C1CC1 under TDP43 rescue: 5%

From PubChem
